# SR-BI DiI inh: inhibitors of SR-BI mediated HDL lipid uptake, primary screen, ldlA[mSR-BI] cells, fluorescence, single point | ldlA[mSR-BI] CHO cells, DiI-HDL uptake fluorescence, 3 h | inhibition, % at 12.5 µM | Scavenger receptor class B member 1 (Mus musculus), Q61009 | 320,000 tested, 0.96% active;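 active = mean replicate inhibition of at least 70% and a set share of replicates each scoring 70 or more; inconclusive = meets just one of the two criteria; inactive = fails both criteria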;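 also: 0% = median of neutral control wells and 100% = median of positive control wells; values of inactives mirror those of a sister screen read the other way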
# Wnt act: Wnt/beta-catenin pathway activators, primary screen, cell-based, plate reader, single point | Wnt/beta-catenin reporter cell assay, activator | activation, % at 9.35 µM | 300,000 tested, 1.2% active; in the data active = activation above about 30%, passing the limit was not always enough; inconclusive = no clear call, values can overlap the other calls;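 also: 0% = neutral control wells and 100% = positive control wells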
# CDK5 p35 inh: inhibitors of human CDK5/p35 kinase, primary screen, biochemical, single concentration; inhibition, % at 10 µM; AID 488839, 2010; 330,000 tested, 0.01% active; Recombinant CDK5/p35, ADP-Glo luminescence, 60 min;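 active = highest replicate inhibition of at least 50% and at least 75% of replicates reaching 50%; inconclusive = only one of the two criteria met; inactive = both criteria failed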;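 also: plate controls were DMSO neutral control for no effect and GW8510 at 10 µM for full effect; many of its hits are not listed in these tables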
# dFosB activator: activators of delta FosB homodimer, primary screen, biochemical, fluorescence polarization, TAMRA-CDK5 oligo, single point | purified delta FosB; percent of positive-control signal above neutral wells | activation, % at 25 µM | 340,000 tested, 0.99% active | AID 493131, 2011;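 active = mean activation above about 17%, with every replicate also reaching it, limit read from the data, passing the limit was not always enough; inconclusive = only one of the two conditions met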;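 also: fluorescence polarization rise as delta FosB binds a TAMRA Cdk5 AP-1 oligo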
# PvdQ acylase: P. aeruginosa PvdQ acylase inhibitors, primary screen, biochemical, fluorescence, plate reader and imaging, single point; inhibition, % at 10 µM; PvdQ acylase [Pseudomonas aeruginosa LESB58]; AID 488965, 2010; purified PvdQ acylase; 340,000 tested, 0.063% active; in the data active = inhibition above about 30%, passing the limit was not always enough; inconclusive = no clear call, values can overlap the other calls;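 also: 0% = vehicle neutral wells and 100% = reference inhibitor wells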
# HTR5A ag: HTR5A agonists in luminescence cell assay, primary screen, counter-screen for OPRM1-OPRD1 heterodimer agonist project, full-deck HTS. activation, % at 9.3 µM. 340,000 tested, 0.61% active. cell-based. AID 504692, 2011. 5-hydroxytryptamine receptor 5A (Homo sapiens), P47898; in the data active = activation mostly above about 9.5%, no sharp cut-off; inactive = mostly below about 7.6%;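 also: 0% = cells with vehicle only and 100% = reference agonist; strong numbers were not always called active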
# NSD2 inh: NSD2 histone methyltransferase inhibitors, primary screen, biochemical, AlphaScreen, single concentration, set 2; Histone-lysine N-methyltransferase NSD2 (Homo sapiens), O96028; inhibition, % at 12.5 µM; NSD2 peptide methylation, 120 min; 310,000 tested, 0.54% active; AID 743445, 2014; in the data active = inhibition above about 50%
# Target sequence (O96028 whole entry, looked up): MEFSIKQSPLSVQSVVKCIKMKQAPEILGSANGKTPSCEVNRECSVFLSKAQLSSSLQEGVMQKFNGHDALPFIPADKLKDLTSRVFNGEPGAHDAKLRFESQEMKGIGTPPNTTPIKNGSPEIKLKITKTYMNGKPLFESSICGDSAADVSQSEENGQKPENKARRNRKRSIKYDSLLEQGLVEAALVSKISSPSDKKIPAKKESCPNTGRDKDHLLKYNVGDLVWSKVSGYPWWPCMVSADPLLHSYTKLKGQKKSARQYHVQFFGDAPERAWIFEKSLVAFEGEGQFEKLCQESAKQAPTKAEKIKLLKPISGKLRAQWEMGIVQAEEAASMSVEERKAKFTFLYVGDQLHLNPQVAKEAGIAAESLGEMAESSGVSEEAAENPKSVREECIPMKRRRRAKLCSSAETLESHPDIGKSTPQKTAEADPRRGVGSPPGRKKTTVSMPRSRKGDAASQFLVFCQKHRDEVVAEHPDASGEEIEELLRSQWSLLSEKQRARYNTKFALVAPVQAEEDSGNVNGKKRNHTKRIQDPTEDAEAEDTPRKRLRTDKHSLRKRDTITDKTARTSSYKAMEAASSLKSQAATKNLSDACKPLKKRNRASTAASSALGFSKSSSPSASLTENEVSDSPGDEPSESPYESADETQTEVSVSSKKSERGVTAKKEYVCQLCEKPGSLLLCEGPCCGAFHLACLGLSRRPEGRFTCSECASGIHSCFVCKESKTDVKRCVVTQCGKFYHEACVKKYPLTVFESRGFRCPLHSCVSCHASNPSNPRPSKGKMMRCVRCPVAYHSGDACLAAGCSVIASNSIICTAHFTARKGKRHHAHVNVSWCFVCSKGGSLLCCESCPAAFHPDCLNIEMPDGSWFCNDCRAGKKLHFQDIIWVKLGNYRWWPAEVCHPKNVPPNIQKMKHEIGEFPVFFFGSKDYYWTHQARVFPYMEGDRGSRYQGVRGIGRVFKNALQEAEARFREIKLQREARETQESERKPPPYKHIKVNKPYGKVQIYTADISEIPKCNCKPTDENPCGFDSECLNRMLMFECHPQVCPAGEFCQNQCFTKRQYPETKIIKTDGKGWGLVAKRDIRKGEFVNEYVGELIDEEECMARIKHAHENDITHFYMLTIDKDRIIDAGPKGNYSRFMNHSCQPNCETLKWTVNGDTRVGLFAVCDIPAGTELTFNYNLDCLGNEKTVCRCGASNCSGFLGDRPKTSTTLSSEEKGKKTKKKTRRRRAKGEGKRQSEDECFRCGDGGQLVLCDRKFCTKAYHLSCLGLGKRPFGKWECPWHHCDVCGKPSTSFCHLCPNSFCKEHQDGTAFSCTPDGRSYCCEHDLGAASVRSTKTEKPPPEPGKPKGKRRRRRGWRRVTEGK
# HTR5A inv ag: HTR5A inverse agonists in luminescence cell assay, primary screen, counter-screen for OPRM1-OPRD1 heterodimer inverse agonist project, full-deck HTS. 5-hydroxytryptamine receptor 5A (Homo sapiens), P47898. HTR5A cell line, inverse agonism. inhibition, % at 9.3 µM. 340,000 tested, 0.083% active; in the data active = inhibition mostly above about 23%, no sharp cut-off; inactive = mostly below about 18%;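 also: 0% = cells with DMSO and 100% = no-cell wells with DMSO; some compounds called inactive have numbers as strong as hits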
# MITF act: activators of MITF-driven TRPM1 promoter reporter, primary screen, cell-based, SK-MEL-5, luciferase, single point; SK-MEL-5 TRPM1-promoter luciferase, 24 h; % of positive control, neutral wells = 0; activation, % at 12.5 µM; 300,000 tested, 0.75% active;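 active = mean activation of at least 80% with every replicate also reaching 80%; inconclusive = mean reaches 80% but some replicate falls short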;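 also: 0% = neutral control wells and 100% = parthenolide positive control wells; values of inactives mirror those of a sister screen read the other way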
# V-ATPase pH: regulators of yeast V-ATPase proton pumping, primary screen, pHLuorin cytosolic pH fluorescence. S. cerevisiae. response, % at 10 µM. 350,000 tested, 0.37% active. AID 504577, 2011; in the data active = response mostly above about 7.3%, no sharp cut-off; inactive = mostly below about 5.4%; also: actives read high; inactives centre near 0; some compounds called inactive have numbers as strong as hits; reference of the scale not given here
# * marks the source's active call; other numbers are inactive results; u = inconclusive; x = not tested or not shown; & = joins results of further samples.
SMILES,SR-BI DiI inh,Wnt act,CDK5 p35 inh,dFosB activator,PvdQ acylase,HTR5A ag,NSD2 inh,HTR5A inv ag,MITF act,V-ATPase pH
CCOC(=O)C1CCCN(C(=O)c2ccc3ncsc3c2)C1 (stereo not given),9,-2,1.5,2,8,8,-2,-29,-3,-3
CCOC(=O)N1CCN(C(=O)CCNS(=O)(=O)c2cc(Br)cnc2N)CC1,5,-2,-0.5,3,-6,2,1,6,x,1
COCCCNC(=O)CSc1nc2ccccc2c(=O)n1Cc1ccc2c(c1)OCO2,-18,0,-1.7,-11,-22,3,0,-9,-3,3
CCc1ccc(NC(=O)CSc2ccc(-c3sc(C)nc3C)nn2)cc1,17,-1,-1.8,4,-3,2,-1,-6,-15,0
Cc1cccc(-c2nc(S(=O)(=O)c3ccccc3)c(N3CCOCC3)o2)c1,6,0,-0.3,-7,-10,1,-4,-12,2,-2
COC(=O)[C@]1(Cc2ccccc2)N[C@H](c2ccc(-c3ccccc3)cc2)[C@@H]2C(=O)N(C)C(=O)[C@@H]21,-20,0,1.4,1,-3,3,x,1,-1,-5
COc1ccc(NC(=O)Nc2cc(F)ccc2C)cc1,1,0,0.6,6,0,0,-1,-2,9,-2
Cc1cc(N(C)C)cc(C)[n+]1[O-],-30,2,0.7,3,-8,-2,0,6,-9,0
Cc1ccc(OCCCC(=O)Nc2ccc3c(c2)OCCO3)cc1,2,11,-2.7,-2,-13,-3,-4,10,4,4
O=C(c1ccc(S(=O)(=O)NCc2ccco2)cc1)N1CCN(Cc2ccc3c(c2)OCO3)CC1,u,3,-0.3,-21,-9,3,x,-6,-15,1
O=C(CCCCCl)Nc1c2c(nc3ccccc13)CCC2,8,-1,-0.1,-7,-6,-2,17,3,-18,-5
Nc1nc(NCc2ccc(Cl)cc2)nc(NCCO)c1[N+](=O)[O-],25,-3,2.1,-2,-5,4,21,-5,25,7
S=C(NCCc1ccccn1)Nc1cccc(Cl)c1,22,13,0.1,-5,-4,-4,1,14,5,-1
O=C(CCN1C(=O)/C(=C\C=C\c2ccccc2)SC1=S)Nc1cccc(C(=O)O)c1,-9,-3,0.8,-11,-3,-4,13,10,4,3
Cc1ccccc1C(=O)NNc1ccc(-c2csnn2)cc1,2,4,-0.9,-7,-8,-8,32,20,-1,2
CCCCNC1=NCCS1,-10,-1,-0.5,12,-15,-1,-3,2,2,3
COc1ccccc1NS(=O)(=O)c1cc(C(=O)NCC(c2ccc(F)cc2)N2CCOCC2)ccc1C (stereo not given),-8,2,0.9,-9,-10,-7,x,22,-4,2
Cc1ccccc1C(=O)OCCCN=C1NS(=O)(=O)c2ccccc21,25,-2,-0.2,-4,2,-1,-1,18,-6,-2
Cc1cccc2cc(CN(CCCO)C(=O)Nc3ccccc3Cl)c(=O)[nH]c12,-15,x,1.3,-10,10,-2,2,-27,-12,-8
Fc1ccccc1-c1nc(NCc2ccco2)c2ccccc2n1,13,0,-1.9,-17,-1,-2,-1,-13,-8,x

# Three of the entries above in order of the dFosB activator value, ascending.
canonical_smiles | dFosB activator
Cc1cccc2cc(CN(CCCO)C(=O)Nc3ccccc3Cl)c(=O)[nH]c12 | -10
Cc1ccccc1C(=O)NNc1ccc(-c2csnn2)cc1 | -7
Cc1ccccc1C(=O)OCCCN=C1NS(=O)(=O)c2ccccc21 | -4

# Carrying on:
SMILES,SR-BI DiI inh,Wnt act,CDK5 p35 inh,dFosB activator,PvdQ acylase,HTR5A ag,NSD2 inh,HTR5A inv ag,MITF act,V-ATPase pH
O=C(Cn1nnc(-c2ccncc2)n1)N1CCc2ccccc21,-35,-3,-0.4,4,13,2,-3,17,-3,-1
O=C(NCc1ccccc1)C(=O)NCC1OCCCN1S(=O)(=O)c1cccs1 (stereo not given),-48,-2,-0.3,-11,-12,-1,0,2,3,1
COc1ccccc1CNC(=O)C1CCN(C(=O)c2sccc2-n2cccc2)CC1,u,0,1.5,-4,-4,-2,23,-19,6,-6
CC(c1ccccc1)n1c(SCC(=O)N2CC(=O)Nc3ccccc32)nc2ccccc2c1=O (stereo not given),4,x,0.1,-9,-13,6,-1,-9,3,-3
CCC1CCCCN1C(=S)NC(=O)c1ccco1 (stereo not given),-17,2,-1.3,0,-14,6,-1,-9,3,0
CN1CCN(NC(=O)c2ccccc2F)CC1,-2,1,1.5,5,1,-3,-2,1,-1,-6
CCCCc1nc(C(N)=O)c2[nH]c(=O)n(-c3ccc(OCC)cc3)c2n1,-2,x,0.5,-20,-17,5,1,-7,8,-2
COc1ccc(C(=O)c2oc3ccccc3c2N)cc1,56,x,1.4,0,-11,-1,-3,10,50,2
Cc1ccccc1CC(=O)OCC(=O)Nc1ccc(C)c(S(=O)(=O)N2CCCCC2)c1,-9,1,-0.2,-10,-9,-8,-2,20,-2,1
CC1CCN(S(=O)(=O)c2ccc(C(=O)NCc3ccc4c(c3)OCO4)cc2)CC1,10,0,-1.3,-11,8,4,-5,-24,-11,2
CNCCCC1c2ccccc2C=Cc2ccccc21,-9,0&1,0.3,3,3,0,x,0,13,0
CCOc1ccc(C(=O)NC(=S)N(Cc2ccccc2)Cc2ccccc2)cc1,-9,-1,-1.2,-5,-2,1,-1,-1,-15,0
COc1ccccc1C(CNC(=O)c1ccc(NS(=O)(=O)c2ccc(C(C)=O)cc2)cc1)N1CCCC1 (stereo not given),2,1,3.6,-8,15,10,8,-26,x,-3
Cc1cc(C)c(Cn2c(=O)n(CCCC(=O)NCc3ccco3)c(=O)c3ccccc32)c(C)c1,13,x,-5.5,-19,-17,-7,-2,18,7,0
O=C(N/N=C/c1ccc(O)c(O)c1)c1ccc(-n2cnnn2)cc1,-9,-1,-3.1,0,-5,-4,10,14,22,-1
O=C(c1cc2ccccc2oc1=O)N1CCCC1,16,-4,1.0,-2,-11,-3,-5,8,5,-3
O=C(/C=C/c1cccc(Br)c1)N1CCN(c2cccc(C(F)(F)F)c2)CC1,-19,16,-0.7,-8,-12,1,0,-9,4,-2
C[N+]1([O-])[C@@H]2Cc3cc4c(cc3[C@@H]1Cc1cc3c(cc12)OCO3)OCO4 (stereo not given in full),-8,-2,0.7,2,0,-2,x,-11,7,2
C[C@@H]1CN([C@H](C)CO)C(=O)c2cccc(NC(=O)Nc3ccc(F)cc3)c2O[C@H]1CN(C)C(=O)Nc1ccc(C(F)(F)F)cc1,14,-6,-1.9,-13,-17,4,x,2,-18,0
CCCCNc1cc(C)oc(=O)c1C(C)=O,-18,x,0.9,-4,-11,1,-2,-30,3,3
O=C1C2C3C=CC(C3)C2C(=O)N1CCN1CCN(S(=O)(=O)/C=C/c2ccccc2)CC1 (stereo not given),-8,3,0.0,0,-6,0,-6,6,5,2
O=C(NC1CC2CCCC(C1)N2Cc1ccccc1)c1cccc(F)c1 (stereo not given),-21,-1,0.4,-4,0,-6,-4,22,x,-3
CCOC(=O)COc1ccc2c(c1)c(C(C)=O)c(C)n2-c1ccc(OC)cc1,2,0,1.3,-15,-11,0,0,0,x,9
CSc1ncccc1C(=O)N1CCN(S(=O)(=O)c2ccccc2)CC1,-17,0,0.4,-2,-6,-3,-5,-9,4,-1
CCN(CC)c1ccc(N=C2C(=O)Nc3ccccc32)cc1,17,-1,1.8,-4,0,-3,16,10,-22,-1
CCOc1ccc(S(=O)(=O)NCc2ccccc2)cc1C(N)=O,-12,-1,-1.8,5,-2,1,-10,-33,-12,-2
COc1ccc(N2CCN(C(=O)CSc3ncn[nH]3)CC2)cc1,-21,-1,-0.4,-2,-11,-4,19,-49,-2,2
CCc1cccc(OCC(=O)Nc2ccc(C)c(S(=O)(=O)N3CCCCCC3)c2)c1,21,-3,0.1,-15,-10,6,-4,5,-19,-2
COc1cc(C(=O)COC(=O)c2ccc([N+](=O)[O-])o2)cc(OC)c1OC,6,3,-0.2,1,-5,1,1,-2,-15,0
NC(N)=NC(N)=Nc1ccc(O)cc1,-13,1,0.0,-6,-10,-1,-1,4,-6,0
COc1ccccc1-c1nnc(NC(=O)c2ccccc2F)o1,7,4,-1.7,-6,-10,4,x,-11,x,0
CC(C)(C)c1ccc(C(=O)N/N=C2\C3CN4CCN(C3)CC2(c2ccccc2)C4)cc1,-28,0,-0.9,0,-8,-3,1,-18,7,4
CC(C)(C)c1ccc(OCCC(=O)Nc2cccc(S(=O)(=O)NC3=NCCCCC3)c2)cc1,-3,-2,-1.9,-19,-12,10,32,-24,-30,1
COc1cc(Cl)c(C)cc1NC(=O)c1ccc(NS(=O)(=O)c2ccc(F)c(F)c2)cc1,47,-6,0.9,4,10,2,1,-7,-3,2
Cc1cc(NC(=O)Cc2ccccc2C)no1,-24,0,-0.2,0,14,-1,-2,5,x,-6
Clc1ccc(Sc2cc(Cl)c(-c3ccccc3)nn2)cc1,-15,-2,-0.4,-3,-2,-5,-1,13,-13,0
CC(=O)Nc1cccc(OCC(=O)Nc2sccc2C(N)=O)c1,x,u,1.2,-15,9,1,0,2,66,2

# Profiles as entered above:
# `COc1ccccc1-c1nnc(NC(=O)c2ccccc2F)o1` as listed: SR-BI DiI inh = 7; Wnt act = 4; CDK5 p35 inh = -1.7; dFosB activator = -6; PvdQ acylase = -10; HTR5A ag = 4; NSD2 inh = x; HTR5A inv ag = -11; MITF act = x; V-ATPase pH = 0
# `CCOc1ccc(S(=O)(=O)NCc2ccccc2)cc1C(N)=O` as listed: SR-BI DiI inh = -12; Wnt act = -1; CDK5 p35 inh = -1.8; dFosB activator = 5; PvdQ acylase = -2; HTR5A ag = 1; NSD2 inh = -10; HTR5A inv ag = -33; MITF act = -12; V-ATPase pH = -2

# No enrichment for hits, and some 5% of all compounds hit somewhere here.
